# From PubChem BioAssay
# aDG glyco up = increases alpha dystroglycan glycosylation. Pro5-aDG cells, alpha-DG glycosylation AlphaScreen (IIH6); 0% Pro5, 100% B10-LARGE cell signal. activation, % at 10 µM. 360,000 compounds, 0.22% hits;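 active = activation of at least 8% versus controls, or a plate z-score of at least 8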;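 note: Pro5 are CHO cells carrying HIG-tagged alpha-DG that lacks glycosylation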
# CF NFkB inh = blocks PAF-induced NF-kB reporter in cystic fibrosis cells; KKLEB NF-kB-GFP reporter, GFP fluorescence overnight; inhibition, % at 5 µM; 360,000 compounds, 0.86% hits; AID 588850;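 active = at least 50% inhibition at 5 µM, scaled per plate between neutral and stimulator controls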;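 note: PAF is a Pseudomonas aeruginosa culture filtrate used as stimulus; plate controls were PAF-stimulated DMSO wells for no effect and unstimulated DMSO wells for full effect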
# hiPSC survival = hiPSC single-cell survival enhancement; 360,000 compounds, 0.044% hits; survival enhancement, % at 20 µM; ATPlite luminescence; 100% = ROCK inhibitor wells, 0% = DMSO; in the data active = survival enhancement above about 18%;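 note: cells exposed to compounds for 16 hours before the ATP read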
# NR2E3 ag-1 = NR2E3 (human) agonism; AID 2300; GST-NR2E3/biotin-RetCOR TR-FRET, 1536-well; inhibition of corepressor binding, % at 4.78 µM; 320,000 compounds, 0.12% hits;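 active = percent inhibition above the cutoff of mean plus 3 SD of all tested compounds, set per screening campaign, cut at about 20% in these data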;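 note: 0% = DMSO wells and 100% = biotin wells as full block of FRET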
# Target sequence (Q9Y5X4 whole entry, looked up): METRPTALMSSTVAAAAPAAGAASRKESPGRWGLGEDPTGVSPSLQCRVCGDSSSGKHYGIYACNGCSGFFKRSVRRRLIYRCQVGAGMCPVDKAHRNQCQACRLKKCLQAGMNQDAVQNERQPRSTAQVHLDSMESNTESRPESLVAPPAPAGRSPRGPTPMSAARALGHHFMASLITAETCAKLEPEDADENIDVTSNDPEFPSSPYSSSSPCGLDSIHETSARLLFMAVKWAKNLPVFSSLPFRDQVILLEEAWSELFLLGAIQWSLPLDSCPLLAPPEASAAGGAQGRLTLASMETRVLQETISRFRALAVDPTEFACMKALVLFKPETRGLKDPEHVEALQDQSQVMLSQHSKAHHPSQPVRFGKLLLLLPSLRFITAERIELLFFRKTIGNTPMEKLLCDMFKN
#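 Assay system: NR2E3–RetCOR corepressor complex. Quantity: 1.35 nM GST-NR2E3. Buffer or medium: pH 7.5 Tris-based buffer. Reagent: biotinylated RetCOR corepressor at 7 nM final. Schedule: 5 h at 4 °C. Detection: TR-FRET, emission read at 617 and 671 nm. Replicates: one well per compound, singlicate testing.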
# NR2E3 ag-2 = agonists of human NR2E3 nuclear receptor; AID 602229; inhibition of corepressor binding, % at 3.98 µM; 360,000 compounds, 0.35% hits; Q9Y5X4; CHO-S Gal4-NCOR/VP16-NR2E3 two-hybrid, luciferase;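 active = inhibition above the mean of all tested compounds plus 3 SD, cut at about 70% in these data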;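 note: 0% = DMSO with NR2E3 transfected cells and 100% = cells lacking NR2E3 construct; higher means lower luciferase signal from less NR2E3 corepressor binding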
# KKLEB cytotox = CF airway cell cytotoxicity counter-screen; KKLEB CF airway cells viability, ATPlite luminescence, overnight; hits give low values; cells stimulated with P. aeruginosa culture filtrate; activity change (cytotoxicity), % at 5 µM; 360,000 compounds, 0.36% hits; AID 602141;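 active = corrected activity change at or below -50% at 5 µM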
# Peg3 prom inh = reduces Peg3 promoter-driven luciferase expression in HeLa | HeLa PEG-Prom luciferase reporter, luminescence, overnight | 360,000 compounds, 1.7% hits | inhibition, % at 20 µM;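 active = inhibition of at least 50% at 20 µM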
# HIF-2a block = HIF-2a inhibition. inhibition, % at 18.8 µM. 786-0 RCC cells HIF-2a reporter, luciferase luminescence, overnight. 360,000 compounds, 0.72% hits;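 active = inhibition of the luminescence signal of 40% or more relative to plate controls, in a single-dose primary screen at 18.75 µM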
# Shn3 inh set2 = inhibitors of Schnurri-3 3'UTR reporter in osteoblasts; Clone20 osteoblast Shn3 3'UTR firefly luciferase, 24 h; inhibition, % at 12.5 µM; 360,000 compounds, 0.52% hits;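 active = mean inhibition of at least 75% with every replicate also reaching 75%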;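 note: 0% = median of neutral control wells and 100% = pilot-screen positive control compound; some compounds past the cut are filed as inactive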
# TRPM1 prom inh = inhibitors of MITF-driven TRPM1 promoter in melanoma cells; 330,000 compounds, 0.83% hits; AID 488899; SK-MEL-5 TRPM1 promoter luciferase, 24 h; inhibition, % at 12.5 µM;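 active = mean inhibition across replicates of 60% or more, whatever share of single replicates reaches that level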; note: values of inactives mirror those of a sister screen read the other way
# TWEAK-Fn14 inh = inhibitors of TWEAK-Fn14 interaction signaling. inhibition, % at 10 µM. 360,000 compounds, 2% hits. AID 1159606. TWEAK-stimulated Fn14 reporter cells, luciferase luminescence, 8 h; in the data active = inhibition above about 50%
# Active calls of the source: *; nt = no result given. Compounds were not picked by outcome. About 4.4% of those tested had a hit in this group.
mol	aDG glyco up	CF NFkB inh	hiPSC survival	NR2E3 ag-1	NR2E3 ag-2	KKLEB cytotox	Peg3 prom inh	HIF-2a block	Shn3 inh set2	TRPM1 prom inh	TWEAK-Fn14 inh
CCOc1ccc(CCN2C(=S)N([C@@H](CC(C)C)CN3CCCC3CN3C(=S)NC[C@@H]3CC(C)C)C[C@@H]2Cc2ccc(O)cc2)cc1 (some centres undefined)	-0.1	53*	-4.2	nt	-15	-9	10	-20	18	9	26
CCOC(=O)N1CCN(C2CCCN(C(=O)c3cccc(Cl)c3)C2)CC1 (centres undefined)	0.3	-37	-0.2	5	-1	15	1	7	0	-9	-4
Cc1ccc(OCC(=O)Nc2ccc(N3CCCC3)cc2)cc1C	-0.3	0	0.5	3	-42	7	7	2	-16	5	-42
CCCCN1C(=O)C(=O)N(CC(=O)Nc2cccc(C(C)=O)c2)C1=O	-0.1	37	-0.1	-1	7	19	-8	14	-12	2	-7
O=C(c1ccncc1)N1N=C(C2CC2)CC1(O)C(F)(F)F (centres undefined)	-0.2	1	-1.5	-1	7	-2	4	10	18	6	-7
O=C(CSc1nc2ccccc2s1)Nc1nccs1	0.0	0	0.7	1	-20	8	-36	-44	-2	-11	-3
Cn1c(N)c(C(=O)CSc2nc3ccccc3c(=O)n2Cc2ccccc2)c(=O)n(C)c1=O	-0.2	88*	0.2	-1	-14	-72*	33	4	8	18	-23
Cc1cc2c(cc1C)C(c1cccc(F)c1)CC(=O)N2 (centres undefined)	0.2	8	0.6	nt	-15	-1	46	20	9	2	-15
Nc1ncnc2c1ncn2[C@@H]1O[C@H](CNCc2cn(CC(=O)NC3CC3)c3ccccc23)[C@@H](O)[C@H]1O	-0.2	-17	0.4	nt	-3	13	8	8	-20	-1	-9
c1ccc(-c2cc3c(N4CCCCC4)ncnc3s2)cc1	0.0	-2	1.2	5	-2	-12	-12	-1	6	-3	-5
COc1cc([N+](=O)[O-])ccc1-c1ccc(C(=O)Nc2ccc(NC(C)=O)cc2)o1	-0.4	-17	-0.3	-2	-30	15	7	9	-12	-3	-9
COC(=O)CN(c1nc(C)c(Br)c(OC)n1)S(=O)(=O)c1ccccc1	0.0	8	0.2	2	11	4	7	16	7	9	16
CCc1ccccc1NC(=O)NNC(=O)CCc1ccc(OC)cc1	-0.3	-2	-0.3	nt	13	5	8	14	-1	3	-10
COc1ccccc1/C=N/NS(=O)(=O)c1ccccc1	-0.3	9	-0.3	2	10	-4	9	13	-2	-4	9
Cc1cccc(C)c1NC(=O)c1c[nH]c2ccccc12	0.2	0	1.1	1	-104	7	-281	-249	-114	-122	-29
O=C(COC(=O)/C=C/c1ccccc1)NC(=O)NCc1ccccc1	0.1	-3	-1.8	1	4	8	15	8	-7	5	3
CC(CC(=O)N1CCN(c2cccc(Cl)c2)CC1)S(=O)(=O)c1ccc2c(c1)NC(=O)CO2 (centres undefined)	2.8	-3	-0.4	-1	-15	-1	16	2	89*	25	59*
Cc1ccnc(Nc2nc(-c3c(C)nc4sccn34)cs2)c1	1.6	-10	-1.9	-3	-34	0	-118	-193	1	16	23
COc1cc(C(=O)NC(c2ccccc2)c2ccccc2)cc(OC)c1OC	-0.1	-2	1.3	0	-21	-13	8	8	18	5	-13
CC[n+]1c(/C=C2/C=C(C)CC(C)C2)sc2ccccc21 (centres undefined)	0.4	14	-0.6	0	-18	-10	6	3	78	35	22
CC(=O)c1cccc(NC(=O)CC2S/C(=N/N=C/c3cccs3)NC2=O)c1 (centres undefined)	-0.3	-5	0.4	3	-16	-11	7	8	12	1	2
Cc1cc2c(cc3c(=O)n(CC(=O)NCCCN4CC(C)CC(C)C4)ncn32)s1 (centres undefined)	-0.2	7	-0.3	3	-13	10	-9	-5	9	-10	8
COc1ccc(OCC(O)CN2C(=O)NC(C)(C)C2=O)cc1 (centres undefined)	-0.3	-6	-0.3	3	-1	-4	2	9	-28	2	16
Cc1cc(C(=O)CN2C(=O)NC3(CCCCC3)C2=O)c(C)n1Cc1ccc2c(c1)OCO2	0.6	1	0.4	3	-54	5	-50	-97	-2	-29	4
COC(=O)C(Cc1c[nH]c2ccccc12)NC(C)=O (centres undefined)	-0.1	-13	-1.8	0	-20	10	12	6	1	4	-16
COc1ccc(Cn2cc3c(-c4ccc(F)cc4)nnc-3c3cc(OC)c(OC)cc32)cc1	-0.1	-70	-5.9	4	18	-43	101*	-13	-4	83*	-203
COC(=O)/C=C/c1cnc2ccccc2c1	0.1	-1	-0.7	-1	-23	2	-75	-186	-24	-41	-19
Cc1ccc(C(c2sc3ncnn3c2O)N2CCC(C)CC2)cc1 (centres undefined)	-0.2	14	-1.6	2	-4	-11	-2	-6	-6	-7	-7
Cc1csc(NC(=O)COc2ccc3c(c2)CCC3)n1	0.0	-15	-0.4	4	-19	-1	-254	-234	-110	-77	6
CCC(=O)Nc1nc2c(OC)ccc(C)c2s1	-0.1	-19	-2.0	1	8	2	12	19	0	nt	13
COC(=O)c1cn(NC(=O)c2ccc(OC)c(OC)c2)c(=O)c2ccccc12	-0.2	10	-0.6	4	-20	-15	15	12	-12	-4	-1
COc1ccc(-c2cnc(C(O)c3ccc(CN4CCCCC4)cc3)[nH]2)cc1 (centres undefined)	-0.2	4	-0.7	nt	1	-1	6	2	16	nt	-16
COC(=O)c1ccc(CSc2nc(C)nc3sc(C)c(C)c23)o1	0.0	16	0.3	-2	6	-21	11	4	49	8	-12
CCC(C)(C)C1CCc2c(sc(NC(=O)c3cccs3)c2C(N)=O)C1 (centres undefined)	0.0	6	-2.6	-6	2	4	-38	-22	-22	-25	2
CCOn1c(=O)c(=O)n(OCc2ccccc2)c2ccccc21	-0.2	7	3.0	2	-7	4	10	13	0	11	2
CC1=C(C(=O)OC(C)C)C(c2cccs2)N2C(=O)CCSC2=N1 (centres undefined)	0.1	3	7.5	4	1	2	8	-10	14	4	4
Cn1c(O)c(N=NC(=O)Cn2ccc(C(F)(F)F)n2)c2ccccc21	-0.1	0	-1.2	-2	22	-1	1	14	-13	-5	8
CC(=O)Nc1ccc(NC(=O)CSc2nnc(C)n2-c2ccccc2)cc1	0.7	5	-0.4	-1	-2	3	13	-1	1	7	9
CCOc1cc(/C=C2/SC(=S)N(CC(=O)O)C2=O)ccc1OC(=O)c1cccs1	0.0	10	-0.5	1	26	-3	-16	5	-5	-7	15
Cc1ccnc(NS(=O)(=O)c2ccc(NC(=O)c3ccc(Cl)cc3[N+](=O)[O-])cc2)n1	-0.1	19	-0.6	nt	-3	-7	16	10	-2	6	12
COc1cccc(-n2c(SCC(=O)N3c4ccccc4CC3C)nnc2-c2ccco2)c1 (centres undefined)	0.4	-20	1.6	3	-20	-3	17	4	20	-4	4
CC(C)c1ccc(N2C(=O)CC(NNC(=O)c3cccnc3)C2=O)cc1 (centres undefined)	0.1	17	-0.4	-2	6	-1	9	11	8	6	-6
O=C(NC1CCN(S(=O)(=O)c2ccc(F)cc2)CC1)c1cccnc1	-0.2	-8	0.2	2	5	3	1	20	2	2	12
COc1ccc(NC(=O)Nc2ccc(Br)cn2)cc1	-0.2	11	-0.8	10	-23	5	-145	-178	-70	-88	2
CC(=O)Oc1ccc2ccccc2c1C(NC(=O)C(C)C)c1cccc([N+](=O)[O-])c1 (centres undefined)	-0.2	4	0.4	3	-21	-1	30	-2	4	7	4
CCOC(=O)C1=CCN(S(=O)(=O)c2ccccc2C)C1c1ccc(F)cc1 (centres undefined)	0.4	18	-2.0	nt	2	-6	15	22	5	nt	-1
CN1CCN(C(=O)CCS(=O)(=O)c2cc3c(cc2Cl)NC(=O)CO3)CC1	-0.1	2	3.3	-3	11	4	4	5	5	-8	12
CC1CC(C)CN(c2ccc([N+](=O)[O-])cc2-c2nn[nH]n2)C1 (centres undefined)	-0.4	14	0.0	2	-10	-1	8	14	13	0	3
C=CCn1c(SCC(=O)NCC2CCCO2)nnc1C1CCCCC1 (centres undefined)	-0.2	15	-2.1	5	10	-15	0	8	35	17	0
COc1cc(C(=O)N2CCN(C(=O)c3cc(-c4ccc(Br)cc4)n[nH]3)CC2)cc(OC)c1OC	0.2	1	-0.1	2	-5	15	-16	-24	4	-3	-20

# Three records drawn at random from the list so far:
mol	aDG glyco up	CF NFkB inh	hiPSC survival	NR2E3 ag-1	NR2E3 ag-2	KKLEB cytotox	Peg3 prom inh	HIF-2a block	Shn3 inh set2	TRPM1 prom inh	TWEAK-Fn14 inh
CCOc1cc(/C=C2/SC(=S)N(CC(=O)O)C2=O)ccc1OC(=O)c1cccs1	0.0	10	-0.5	1	26	-3	-16	5	-5	-7	15
CCC(C)(C)C1CCc2c(sc(NC(=O)c3cccs3)c2C(N)=O)C1 (centres undefined)	0.0	6	-2.6	-6	2	4	-38	-22	-22	-25	2
Cn1c(O)c(N=NC(=O)Cn2ccc(C(F)(F)F)n2)c2ccccc21	-0.1	0	-1.2	-2	22	-1	1	14	-13	-5	8

# New compounds follow.
mol	aDG glyco up	CF NFkB inh	hiPSC survival	NR2E3 ag-1	NR2E3 ag-2	KKLEB cytotox	Peg3 prom inh	HIF-2a block	Shn3 inh set2	TRPM1 prom inh	TWEAK-Fn14 inh
O=C1CN(C(=O)c2cc3ccccc3oc2=O)C(c2ccc(F)cc2)c2cc(F)ccc2N1 (centres undefined)	-0.2	2	-0.2	6	-7	-3	-9	12	-13	-1	-2
O=C(COc1nncc2ccccc12)NCCC1=CCCCC1	0.1	4	-2.8	1	-18	-6	-14	1	0	0	-1
Cn1nc(C(=O)N2CCOCC2)c([N+](=O)[O-])c1C(=O)N1CCOCC1	-0.2	-4	7.2	1	3	3	3	9	17	8	-11
COc1ccc(NC(C)=O)cc1NC(=O)c1c(C)noc1C	-0.1	-15	3.7	nt	-19	-3	6	4	-13	nt	12
CC(=O)Nc1ccc(OC(=O)COc2ccc(Br)cc2)cc1	0.1	-2	2.4	6	-13	5	6	23	7	5	5
Cn1c(SCC(=O)Nc2nnc(-c3ccccc3)o2)nnc1C1CC1	0.0	-6	-0.3	1	-27	-20	-18	-32	10	-7	6
O=c1c2ccccc2nc2n1CCC2O (centres undefined)	-0.2	23	0.9	1	-27	-18	-5	2	-9	-4	4
CCC1Oc2ccc(C)cc2N(CC(=O)NCc2cccc(OC)c2)C1=O (centres undefined)	0.5	-5	-0.6	-2	-9	-13	4	-9	5	2	8
COC(C)c1oc2c(C)c3oc(=O)cc(C)c3cc2c1C (centres undefined)	-0.1	0	-0.7	3	-45	-10	-75	-187	-15	-40	-32
CC1Cn2c(nnc2-c2cccc(N)c2)S1 (centres undefined)	0.1	20	-1.3	4	-7	-24	-1	6	5	13	-1
COc1cc(/C=C/C(=O)OCC(=O)Nc2ccc3c(c2)OCO3)ccc1O	-0.1	29	0.3	nt	12	18	-17	-12	-3	3	10
